MITF inh = inhibitors of human MITF. O75030. AlphaScreen MITF homodimerization, bead proximity signal. inhibition, % at 2.6 µM. 650,000 compounds, 0.91% hits. AID 1259374; in the data active means inhibition above about 50%;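 further: 0% = vehicle wells with protein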
Target sequence (O75030 whole entry, looked up): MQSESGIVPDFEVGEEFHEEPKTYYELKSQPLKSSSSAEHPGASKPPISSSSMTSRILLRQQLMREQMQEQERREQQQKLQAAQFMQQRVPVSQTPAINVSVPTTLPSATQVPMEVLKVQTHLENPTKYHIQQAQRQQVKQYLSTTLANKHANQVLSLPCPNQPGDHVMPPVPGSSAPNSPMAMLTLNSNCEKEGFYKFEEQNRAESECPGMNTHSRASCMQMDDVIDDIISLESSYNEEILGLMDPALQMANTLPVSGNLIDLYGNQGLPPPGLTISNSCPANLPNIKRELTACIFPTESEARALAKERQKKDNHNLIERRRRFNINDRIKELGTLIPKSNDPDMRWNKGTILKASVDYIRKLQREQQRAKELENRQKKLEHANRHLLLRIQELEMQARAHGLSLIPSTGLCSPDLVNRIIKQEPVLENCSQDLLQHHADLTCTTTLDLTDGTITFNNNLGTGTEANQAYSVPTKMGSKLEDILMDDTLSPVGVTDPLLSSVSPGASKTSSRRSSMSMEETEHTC
TEAD-YAP inh = TEAD-YAP interaction inhibition; HEK-TIYL cells, TEAD-Gal4/YAP UAS-luciferase luminescence; inhibition, % at 9.12 µM; 640,000 compounds, 1.4% hits; AID 1259422; in the data active means inhibition above about 32%;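 further: 0% = median of test compound wells and 100% = reference inhibitor wells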
FBW7 act = human FBW7 E3 ligase activation, primary screen; Q969H0; 650,000 compounds, 0.13% hits; normalized activity (activation), % at 26.1 µM; AlphaScreen FBW7–phospho-cyclin E peptide binding, activator screen; AID 1259310; in the data active means normalized activity above about 1.9%;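 further: purified mutant Fbw7 with reduced substrate affinity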
GPR151 ag = activates the human receptor GPR151; PathHunter beta-arrestin GPR151 cells, luminescence; activation, % at 11.2 µM; 650,000 compounds, 1% hits; AID 1508602; in the data active means activation above about 4.9%;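 further: 0% = median of compound wells and 100% = cells with positive control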
Target sequence (Q8TDV0 whole entry, looked up): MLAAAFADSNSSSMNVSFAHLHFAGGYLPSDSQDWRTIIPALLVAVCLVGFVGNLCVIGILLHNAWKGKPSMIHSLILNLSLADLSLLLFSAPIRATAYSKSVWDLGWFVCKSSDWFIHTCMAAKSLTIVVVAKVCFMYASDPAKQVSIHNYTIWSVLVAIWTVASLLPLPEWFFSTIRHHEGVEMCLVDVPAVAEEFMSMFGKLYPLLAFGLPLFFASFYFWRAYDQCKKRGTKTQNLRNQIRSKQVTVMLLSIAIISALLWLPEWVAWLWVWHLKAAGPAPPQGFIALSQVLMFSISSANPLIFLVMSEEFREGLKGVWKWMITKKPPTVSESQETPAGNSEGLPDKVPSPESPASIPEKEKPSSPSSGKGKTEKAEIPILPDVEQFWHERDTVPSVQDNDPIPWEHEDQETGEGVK
* marks the source's active call; other numbers are inactive results.

How did Cc1ccc(S(=O)(=O)N2CCSC2c2ccc([N+](=O)[O-])cc2)cc1 (configuration not stated) do in these assays?
MITF inh: 5; TEAD-YAP inh: 6; FBW7 act: 0.5; GPR151 ag: -1.1

How did CC(=O)Nc1ccc(NC(=O)c2cc(NC3CCC(O)CC3)nc3ccccc23)cc1 (configuration not stated) do in these assays?
MITF inh: -1; TEAD-YAP inh: -9; FBW7 act: 0.0; GPR151 ag: -1.2

Results for COc1cc(-c2nc3ccccc3c(=O)n2CC(=O)N2CCN(c3ccc(F)cc3)CC2)cc(OC)c1OC ?
MITF inh: -5; TEAD-YAP inh: 10; FBW7 act: 0.0; GPR151 ag: -0.4

Results for Cn1c(=O)cc(SCC(=O)NCc2ccccn2)c2ccccc21 ?
MITF inh: -4; TEAD-YAP inh: 3; FBW7 act: 0.1; GPR151 ag: 1.1

Results for CSC1=NCCN1C(=O)c1ccc(C)c(C)c1 ?
MITF inh: 4; TEAD-YAP inh: -10; FBW7 act: -0.2; GPR151 ag: 0.3

What do the screens show for `Cc1ccc(O)c(C(=O)/C=C(\N)C(F)(F)F)c1`?
MITF inh: 43; TEAD-YAP inh: 7; FBW7 act: -0.2; GPR151 ag: 2.3

Results for COC(=O)C1C(=O)/C(=C(/C)N2CCCC2)C(=O)CC1(C)C (configuration not stated) ?
MITF inh: 11; TEAD-YAP inh: 5; FBW7 act: 0.0; GPR151 ag: 0.4

How did CC(C)Cn1c(=O)c2cc3c(=O)n(CC(C)C)c(=O)c3c(C(=O)c3ccc(Cl)cc3)c2c1=O do in these assays?
MITF inh: -12; TEAD-YAP inh: -11; FBW7 act: -0.1; GPR151 ag: 0.4

How did Cc1cc(C=NCCO)c(C)n1-c1cc(Cl)ccc1Cl do in these assays?
MITF inh: 11; TEAD-YAP inh: 5; FBW7 act: 0.0; GPR151 ag: -0.1

How did COCCNC(=O)c1ccc(-n2c(SCc3cccnc3)nc3ccccc3c2=O)cc1 do in these assays?
MITF inh: 9; TEAD-YAP inh: -16; FBW7 act: -0.6; GPR151 ag: 0.6

How did COc1cc(C(=O)Nc2cccc(-c3nc4cccnc4s3)c2C)cc(OC)c1OC do in these assays?
MITF inh: -1; TEAD-YAP inh: -4; FBW7 act: -0.1; GPR151 ag: -0.8

Results for COc1ccc(/C=N/n2c(=S)[nH]nc(C(C)(C)C)c2=O)cc1 ?
MITF inh: 4; TEAD-YAP inh: -9; FBW7 act: 0.0; GPR151 ag: -0.2

How did CCN1CSC(=S)N(Cc2ccco2)C1 do in these assays?
MITF inh: -3; TEAD-YAP inh: 0; FBW7 act: -0.1; GPR151 ag: -0.2

What do the screens show for `CN(CCOC(=O)COc1ccc(F)cc1)C(C)(C)C`?
MITF inh: -7; TEAD-YAP inh: -16; FBW7 act: 0.1; GPR151 ag: -0.4

Results for CCOc1ccc(NC(=O)C2C3CCC4C(CCC32)C4(Cl)Cl)cc1 (configuration not stated) ?
MITF inh: 7; TEAD-YAP inh: 18; FBW7 act: 0.2; GPR151 ag: -2.3

The last 2 records of the section before open the next one.
What do the screens show for `CN(CCOC(=O)COc1ccc(F)cc1)C(C)(C)C`?
MITF inh: -7; TEAD-YAP inh: -16; FBW7 act: 0.1; GPR151 ag: -0.4

Results for CCOc1ccc(NC(=O)C2C3CCC4C(CCC32)C4(Cl)Cl)cc1 (configuration not stated) ?
MITF inh: 7; TEAD-YAP inh: 18; FBW7 act: 0.2; GPR151 ag: -2.3

Results for Cc1ccc(C2=NN(CCC(=O)N3CCC(C(N)=O)CC3)C(=O)CC2)cc1 ?
MITF inh: 12; TEAD-YAP inh: 1; FBW7 act: 0.0; GPR151 ag: 1.0

What do the screens show for `C/C(=N\NC(=O)c1ccccc1O)c1ccc(NC(=O)c2ccccc2)cc1`?
MITF inh: 3; TEAD-YAP inh: -29; FBW7 act: -0.1; GPR151 ag: -1.7

Results for COc1cc(/C=N/N2C(=O)c3cccc4cccc(c34)C2=O)cc(OC)c1OC ?
MITF inh: 12; TEAD-YAP inh: -2; FBW7 act: 0.3; GPR151 ag: -0.6

What do the screens show for `O=C(Cn1c(=O)n(Cc2ccco2)c(=O)c2oc3ccccc3c21)NCCc1ccccc1`?
MITF inh: -11; TEAD-YAP inh: 0; FBW7 act: 0.0; GPR151 ag: 0.3

How did COCCNC(=O)c1sc2cc(Cl)ccc2c1Cl do in these assays?
MITF inh: 8; TEAD-YAP inh: -54; FBW7 act: 0.1; GPR151 ag: -0.8

Results for COc1cccc(/C=C2/N=C(c3ccc(C)c([N+](=O)[O-])c3)OC2=O)c1 ?
MITF inh: 3; TEAD-YAP inh: -1; FBW7 act: -0.1; GPR151 ag: 0.1

What do the screens show for `CN1CCc2c(sc3c2C(=O)NC(c2ccc(-c4ccc(Cl)cc4)o2)N3)C1` (configuration not stated)?
MITF inh: 9; TEAD-YAP inh: 6; FBW7 act: -0.1; GPR151 ag: 0.1

What do the screens show for `O=C(Cn1ncc2c1-c1ccccc1OC2)NCCCN(Cc1ccco1)C1CCCC1`?
MITF inh: -2; TEAD-YAP inh: 0; FBW7 act: 0.9; GPR151 ag: 0.1

Results for Cc1ccc(NC(=O)c2cnn3c(C(F)(F)F)cc(-c4ccc(Br)cc4)nc23)cc1 ?
MITF inh: 10; TEAD-YAP inh: 2; FBW7 act: 0.1; GPR151 ag: -0.2

What do the screens show for `O=C1N=C(N2CCCCCC2)S/C1=C\c1cccc(Br)c1`?
MITF inh: 6; TEAD-YAP inh: -19; FBW7 act: -0.1; GPR151 ag: -0.3

How did CCOc1ccccc1C(=O)NCCc1csc2nc(-c3ccc(F)cc3)nn12 do in these assays?
MITF inh: -8; TEAD-YAP inh: 11; FBW7 act: -0.1; GPR151 ag: -0.2

Results for CC(=O)NC(=O)c1cc2cc(Br)ccc2oc1=Nc1cccc2ccccc12 ?
MITF inh: 14; TEAD-YAP inh: 3; FBW7 act: 0.0; GPR151 ag: 0.8

How did CCCCSc1nc2c(c(=O)n1-c1ccc(OC)cc1)C1(CCCC1)Cc1ccccc1-2 do in these assays?
MITF inh: -7; TEAD-YAP inh: -7; FBW7 act: -0.1; GPR151 ag: -1.1

How did Oc1ccc(C2Nc3ccccc3-c3nnc(SCc4ccccc4Cl)nc3O2)cc1 (configuration not stated) do in these assays?
MITF inh: -5; TEAD-YAP inh: 7; FBW7 act: 0.1; GPR151 ag: -1.2

Results for CCOc1ccc(C)cc1S(=O)(=O)n1nc(C)cc1C ?
MITF inh: -8; TEAD-YAP inh: 7; FBW7 act: -0.1; GPR151 ag: 1.0

What do the screens show for `CC(=O)N1N=C(c2ccc(C)cc2)CC1c1ccc(Cl)cc1` (configuration not stated)?
MITF inh: 11; TEAD-YAP inh: -48; FBW7 act: 0.0; GPR151 ag: -0.8

How did CC(=O)c1c(C)oc2ccc(NS(=O)(=O)c3cccc4ccccc34)cc12 do in these assays?
MITF inh: 0; TEAD-YAP inh: 2; FBW7 act: -0.1; GPR151 ag: 0.6

What do the screens show for `COc1cccc(-n2c(C)cc(/C=C3/C(=N)N4C=CSC4=NC3=O)c2C)c1`?
MITF inh: 1; TEAD-YAP inh: 28; FBW7 act: 0.0; GPR151 ag: -0.6

What do the screens show for `Cc1ccc2cc3c(N)c(C(=O)Nc4c[nH]c(=O)[nH]c4=O)sc3nc2c1`?
MITF inh: 6; TEAD-YAP inh: 10; FBW7 act: -0.1; GPR151 ag: -1.0

How did Nc1ccccc1NCCc1ccccc1 do in these assays?
MITF inh: -4; TEAD-YAP inh: -27; FBW7 act: -0.8; GPR151 ag: 0.2

How did O=C(c1ccc(Cl)s1)N1CCCC1 do in these assays?
MITF inh: 16; TEAD-YAP inh: -5; FBW7 act: 0.3; GPR151 ag: -0.7

Results for COc1ccc(/C=N/NC(=O)c2ccccc2O)c2ccccc12 ?
MITF inh: 8; TEAD-YAP inh: -18; FBW7 act: 0.0; GPR151 ag: 4.6

What do the screens show for `O=C(CSc1nc2ccsc2c(=O)n1CCc1ccccc1)NC1CCCCC1`?
MITF inh: 9; TEAD-YAP inh: 1; FBW7 act: 0.2; GPR151 ag: -1.1

What do the screens show for `CC1=C(C(=O)NC(C)c2ccccc2)C2(CCCCC2)OC1=O` (configuration not stated)?
MITF inh: 8; TEAD-YAP inh: -2; FBW7 act: 0.5; GPR151 ag: -1.8

How did Cc1ccc(NC(=O)COc2ccc(Br)cc2CO)cc1F do in these assays?
MITF inh: 3; TEAD-YAP inh: 0; FBW7 act: 0.1; GPR151 ag: -0.3

What do the screens show for `CC(=O)c1cccc(NC(=O)CCc2c(C)nc3c4c(C)cc(C)nc4nn3c2C)c1`?
MITF inh: 8; TEAD-YAP inh: -2; FBW7 act: 0.1; GPR151 ag: -0.2

Results for Cc1cc(C(=O)N/N=C/c2ccc(C(=O)O)cc2)n[nH]1 ?
MITF inh: -3; TEAD-YAP inh: -2; FBW7 act: 0.1; GPR151 ag: 0.3

What do the screens show for `COc1ccc(OC)c(C2CC(c3ccc(OC)c(OC)c3)=NN2C(=O)CCC(=O)O)c1` (configuration not stated)?
MITF inh: 5; TEAD-YAP inh: 1; FBW7 act: -0.1; GPR151 ag: 0.9

How did CCOC(=O)Cc1nnc(NC(=O)c2ccccc2F)s1 do in these assays?
MITF inh: 5; TEAD-YAP inh: -10; FBW7 act: -0.1; GPR151 ag: 0.5

What do the screens show for `CC1CN(CC(=O)NCC2CCN(CCO)CC2)Cc2cc(Cl)ccc2O1` (configuration not stated)?
MITF inh: -17; TEAD-YAP inh: 2; FBW7 act: 0.2; GPR151 ag: -0.2

Three entries from above, sorted by number of heavy atoms, high to low.
How did Oc1ccc(C2Nc3ccccc3-c3nnc(SCc4ccccc4Cl)nc3O2)cc1 (configuration not stated) do in these assays?
MITF inh: -5; TEAD-YAP inh: 7; FBW7 act: 0.1; GPR151 ag: -1.2

Results for COc1ccc(/C=N/n2c(=S)[nH]nc(C(C)(C)C)c2=O)cc1 ?
MITF inh: 4; TEAD-YAP inh: -9; FBW7 act: 0.0; GPR151 ag: -0.2

How did COCCNC(=O)c1sc2cc(Cl)ccc2c1Cl do in these assays?
MITF inh: 8; TEAD-YAP inh: -54; FBW7 act: 0.1; GPR151 ag: -0.8

Structural class: those above containing a nitro group on carbon (2)
How did Cc1ccc(S(=O)(=O)N2CCSC2c2ccc([N+](=O)[O-])cc2)cc1 (configuration not stated) do in these assays?
MITF inh: 5; TEAD-YAP inh: 6; FBW7 act: 0.5; GPR151 ag: -1.1

Results for COc1cccc(/C=C2/N=C(c3ccc(C)c([N+](=O)[O-])c3)OC2=O)c1 ?
MITF inh: 3; TEAD-YAP inh: -1; FBW7 act: -0.1; GPR151 ag: 0.1

Next section
How did C#CCOC(=O)NCCC(=O)c1ccc(F)cc1 do in these assays?
MITF inh: -7; TEAD-YAP inh: -15; FBW7 act: -0.1; GPR151 ag: 1.3

Results for Cc1cc(=O)[nH]c2cc(NC(=O)COc3ccc(Cl)cc3)ccc12 ?
MITF inh: 8; TEAD-YAP inh: -7; FBW7 act: -0.1; GPR151 ag: 0.9

Results for O=C1NCCN(CCCc2ccccc2)C1CC(=O)N1CCCC1 (configuration not stated) ?
MITF inh: 8; TEAD-YAP inh: -8; FBW7 act: 0.1; GPR151 ag: 0.3

Results for O=C(Nc1ccc(Cl)c(Cl)c1)C1CC(=O)N(c2ccc(Br)cc2)C1 (configuration not stated) ?
MITF inh: -7; TEAD-YAP inh: -1; FBW7 act: 0.1; GPR151 ag: 1.4

How did COc1ccc(/C=N\NC(=O)C2C3CCCCC32C)c(OC)c1 (configuration not stated) do in these assays?
MITF inh: 0; TEAD-YAP inh: 5; FBW7 act: -0.1; GPR151 ag: 1.8

How did CC(=O)Nc1ccc(C(=O)N/N=C(\C)CC(=O)NC2CCCC2)cc1 do in these assays?
MITF inh: 5; TEAD-YAP inh: -17; FBW7 act: 0.0; GPR151 ag: -0.3

How did COc1ccc2c(c1)c(=O)oc1c(CN3CCCC3)c(O)ccc12 do in these assays?
MITF inh: 14; TEAD-YAP inh: -10; FBW7 act: 0.0; GPR151 ag: -1.4

What do the screens show for `CCN1CCC(N(Cc2cccc(OC)c2)C(=O)Nc2ccccc2Cl)CC1`?
MITF inh: 10; TEAD-YAP inh: 5; FBW7 act: 0.2; GPR151 ag: 1.1

Results for CC1=NN(c2ccc(F)cc2)C(=O)/C1=C/c1c(O)[nH]c(=S)[nH]c1=O ?
MITF inh: 5; TEAD-YAP inh: 2; FBW7 act: -0.6; GPR151 ag: -0.6

How did COCCn1c(C)cc(C(=O)COC(=O)c2c(C)nn(Cc3ccccc3)c2C)c1C do in these assays?
MITF inh: -11; TEAD-YAP inh: 0; FBW7 act: -0.2; GPR151 ag: 0.3

What do the screens show for `N#C/C(=C/c1ccccc1Cl)C(N)=O`?
MITF inh: -1; TEAD-YAP inh: 9; FBW7 act: 0.0; GPR151 ag: 0.8

Results for O=C(NCc1cccc(Cl)c1)c1cc2c(=O)n3ccccc3nc2s1 ?
MITF inh: 6; TEAD-YAP inh: -5; FBW7 act: -0.1; GPR151 ag: 2.5

How did COc1ccccc1C(=O)NNC(=O)c1ccc(NC(=O)C(C)C)cc1 do in these assays?
MITF inh: 3; TEAD-YAP inh: -11; FBW7 act: -0.1; GPR151 ag: 3.2

What do the screens show for `C=CCn1c(CCCNC(=O)Cc2ccccc2)nc2ccccc21`?
MITF inh: 3; TEAD-YAP inh: -12; FBW7 act: 0.0; GPR151 ag: 0.5

How did CCOc1cc(/C=N/NC(=O)C(=O)NCc2cccnc2)ccc1O do in these assays?
MITF inh: -15; TEAD-YAP inh: 13; FBW7 act: -0.1; GPR151 ag: -1.3

Results for OCCNc1ncnc2c1c(-c1ccccc1)cn2-c1cccc(Cl)c1 ?
MITF inh: -1; TEAD-YAP inh: -8; FBW7 act: -0.2; GPR151 ag: 1.1

How did COc1ccc(N2C(=O)C(Cl)=C(Nc3ccccc3O)C2=O)cc1 do in these assays?
MITF inh: -3; TEAD-YAP inh: -10; FBW7 act: -0.1; GPR151 ag: 0.2

Bioassay records: PubChem BioAssay, The Scripps Research Institute Molecular Screening Center
